High-throughput results (PubChem BioAssay)
LGR2 antag – inhibitors of bursicon-induced Drosophila LGR2 receptor cAMP signaling; actives 0.35% (n = 380,000); inhibition, % at 9.99 µM; AID 720647; HEK293 LGR2, CRE-luciferase, bursicon-stimulated, 4 h;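 active = drop in luminescence signal, shown as inhibition above about 50% in the replicate tests, limit read from the data, passing the limit was not always enough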;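 also: agonist challenge used bursicon conditioned medium at about half maximal strength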
Xi reactivation – reactivates the inactive X chromosome in mouse fibroblasts; XiGFP mouse fibroblasts, % GFP-positive cells imaging, 3 d; cells co-treated with 5-aza-dC sensitizer; scaled so ellipticine positive control = 100%; activation, % at 7.58 µM; actives 0.055% (n = 360,000);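 active = mean normalized replicate activation at least 10% and every replicate at or above 10%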;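 also: 0% = median of on-plate neutral control wells and 100% = ellipticine 6 µM median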
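Assay system – SV40-immortalized XiGFP fibroblast cells, line 68-5-11 · Buffer or medium – DMEM supplemented with 5-aza-dC as sensitizing agent · Dosing – one concentration, pinned · Benchmarks – positive control ellipticine, 6 µM final · Times – 3 days compound exposure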
* marks the source's active call; other numbers are inactive results.

SMILES | LGR2 antag | Xi reactivation
Cc1nn(C(=O)c2ccco2)c(C)c1Sc1ccc(Cl)cc1 | -3 | 0.1
COc1ccc(NS(=O)(=O)c2cccc(NC(=O)CCS(=O)(=O)c3ccccc3)c2)cc1 | -1 | 0.1
CC1=C(C(=O)Nc2ccc(C)cc2C)C(c2ccc(Cl)cc2)n2nc(C(=O)OC(C)C)nc2N1 (centres undefined) | -1 | 0.0
CN(C)S(=O)(=O)c1cccc(NC(=O)CN2C(=O)C3C4C=CC(C4)C3C2=O)c1 (centres undefined) | 5 | 0.1
OC(c1ccccn1)(c1ccccn1)c1ccccn1 | 14 | 0.0
O=C(C1CCN(Cc2ccc(Cl)cc2)CC1)N1CCN(C(c2ccccc2)c2ccccc2)CC1 | 5 | 0.4
CC(C)CCC(CC(C)O)c1n[nH]c(=S)n1-c1ccccc1 (centres undefined) | 5 | 0.2
O=[N+]([O-])c1ccc(N2CCN(CCO)CC2)cc1NCc1ccco1 | -13 | 2.3
Cc1nn(-c2ccc(F)cc2)c(Cl)c1/C=N/NC(=O)c1cccs1 | -74 | -0.1
O=S(=O)(NCc1ccccc1)c1cccc2cccnc12 | -8 | 0.0
COc1ccc(/C=C2\SC(=S)N(CCCC(=O)Nc3ccccn3)C2=O)cc1OC | 6 | -0.2
CN1CCN(/N=C/c2nc(-c3ccccc3Cl)n3ccccc23)CC1 | 8 | 0.1

One compound at a time, from the list above:
`COc1ccc(/C=C2\SC(=S)N(CCCC(=O)Nc3ccccn3)C2=O)cc1OC` as listed: LGR2 antag: 6; Xi reactivation: -0.2
`O=[N+]([O-])c1ccc(N2CCN(CCO)CC2)cc1NCc1ccco1` as listed: LGR2 antag: -13; Xi reactivation: 2.3

Continuation:
SMILES | LGR2 antag | Xi reactivation
Cn1nc([N+](=O)[O-])nc1Sc1ccc(Cl)cc1 | -21 | 0.0
CN(C)/C=C(\C(=O)c1ccc(F)cc1F)c1nnnn1-c1ccccc1 | 0 | 0.0
COc1cc(CNc2ccc(N3CCOCC3)cc2)cc(Br)c1OC | 27 | 0.0
COC(C(=O)NC(C(C)C)C(C)C)c1ccccc1 (centres undefined) | -11 | 0.0
CC(C)c1onc(C(=O)NCc2ccccc2)c1[N+](=O)[O-] | 13 | 0.1
O=C1c2cccc3cccc(c23)C(=O)N1CC1CCN(CC(O)COCc2ccc3c(c2)OCO3)CC1 (centres undefined) | -9 | 0.0
CCOC(=O)c1c(C)n(C)c2ccc(OC(=O)c3ccc([N+](=O)[O-])cc3)cc12 | -1 | 0.1
CCOc1ccccc1NC(=O)/C=C/c1ccccc1[N+](=O)[O-] | -26 | 0.0
CC(C)CC1=NN(C(=O)c2cccnc2)C(O)(C(F)(F)F)C1 (centres undefined) | 11 | 0.2
Cc1ccc(S(=O)(=O)NN=C2C3CC4CC(C3)CC2C4)cc1[N+](=O)[O-] | -14 | 0.2
CC(=O)/C(=N\Nc1ccc(C)cc1)Sc1nncn1C | 1 | 0.4
COc1ccc(CNCCC(c2ccc(F)cc2)c2ccc(OC)cc2)cc1 (centres undefined) | 10 | 0.1
O=S(=O)(/N=C(\c1ccc(Cl)cc1)N1CCOCC1)c1ccccc1 | 12 | 0.0
C[C@@H]1CN([C@@H](C)CO)C(=O)Cc2cc(NC(=O)Cn3cnnn3)ccc2O[C@H]1CN(C)C(=O)Nc1cccc2ccccc12 | 11 | 0.3
O=C(Nc1ccccc1)c1ccc(Br)c(S(=O)(=O)Nc2cccnc2)c1 | -3 | -0.1
COc1ccc(/C(O)=C2/C(=O)C(=O)N(CCCN(C)C)C2c2cccc(Cl)c2)cc1OC (centres undefined) | -3 | -0.1
C=CCNCCCCOc1cccc(Br)c1 | -5 | 0.3
C/C(Cn1cnc([N+](=O)[O-])n1)=N\NC(=O)c1cccnc1 | 10 | -0.1
COC(=O)c1cc2c(ccn2-c2ccc(F)cc2)n1Cc1ccc(OC)cc1 | -6 | 0.2
CCOc1ccc(CCNC(=O)Cn2cccc2C(=O)c2ccccc2)cc1OCC | -2 | 0.0
COc1ccc(-c2cc(-c3ccccc3)nc(SCC(=O)Nc3nccs3)c2C#N)cc1 | -30 | 0.2
CCn1cc(/C=N/NC(=O)c2ccc3c(c2)OCO3)cn1 | 3 | 0.0
O=C(Nc1ccccc1-c1nnc(SCc2ccc(Cl)cc2Cl)o1)c1ccccc1 | -3 | -0.1
COc1ccc(OC)c(NC(=O)CC2SC(=Nc3ccc(F)cc3)N(CCC3=CCCCC3)C2=O)c1 (centres undefined) | -7 | 0.2
COc1ccc(/C(C)=N/N=C2/NC(=O)CC(C(=O)O)S2)cc1 (centres undefined) | 0 | -0.2
CC(=O)C1C(c2cccc(F)c2)NC(=O)NC1(O)C(F)(F)F (centres undefined) | 2 | 0.2
COc1ccc(-c2cc(C(F)(F)F)nc(SCC(=O)NCc3cccs3)n2)cc1OC | -42 | 0.0
Cc1ccc(NC(=S)Nc2c(C)n(C)n(-c3ccccc3)c2=O)cc1 | 1 | 0.1
Cc1cc(C)nc(SCc2ccc(C(=O)N/N=C/c3cccc(O)c3O)cc2)n1 | 11 | 0.0
CNC(=O)c1ccc2c(c1)nnn2C | 4 | 0.0
COc1ccc(/C=C(\NC(=O)c2cccs2)C(=O)N2CCOCC2)cc1OC | -3 | 0.0
Cc1ccc(CNC(=O)c2ccc(OCC3CCCO3)cc2)cc1 (centres undefined) | 14 | 0.0
Cc1nc(Nc2nc(CSc3ccc(Cl)cc3)cc(=O)[nH]2)nc2ccccc12 | -5 | 0.0
Cc1noc(C)c1NC(=O)N(C)C[C@@H]1Oc2ccc(NC(=O)CCC(F)(F)F)cc2C(=O)N([C@@H](C)CO)C[C@H]1C | 9 | 0.4
C/C(=N\NC(=O)c1cccc(N/N=C(\C)c2ccncc2)c1)c1ccncc1 | -6 | 0.1
CC(C)CC(C(=O)O)N1C(=O)C2C3CC(C2C1=O)C1C(c2ccccc2)c2sc(=O)[nH]c2SC31 (centres undefined) | 13 | 0.3
CCn1c(SCc2nc3scc(-c4ccccc4)c3c(=O)[nH]2)nnc1-c1cccs1 | -27 | 0.0
CN(C)N1C(=O)CC(NNC(=O)c2ccncc2)C1=O (centres undefined) | 11 | 1.0
O=C(CNC(=O)c1cccc(Cl)c1)N/N=C/C=C/c1ccccc1 | 5 | 0.7
CCOC(=O)Nc1nnc(/C=C/c2ccc(OC)cc2)s1 | -8 | -0.1
CCC(C)C(NC(N)=O)C(=O)Nc1ccc(C)c(Cl)c1 (centres undefined) | -1 | 0.0
COc1ccc(NS(=O)(=O)c2cc(N/C(=N\S(=O)(=O)c3ccccc3)c3ccc(F)cc3)ccc2Cl)cc1 | -13 | 0.1
CSc1nnc(C)c(=O)n1COC(=O)c1ccc(S(=O)(=O)N2CCOCC2)cc1 | -2 | 0.0
COc1ccc(/C=C/C(=O)Nc2ccccc2C(F)(F)F)cc1 | -49 | 0.3
CC(NC(=O)COC(=O)CCc1ccc(S(=O)(=O)N2CCOCC2)cc1)C1CC2CCC1C2 (centres undefined) | 6 | 0.0
CC(=O)Nc1ccc(NC(=O)C2CCCCC2C(=O)O)cc1 (centres undefined) | 19 | -0.1
CC(=O)c1cccc(NS(=O)(=O)c2ccc(N/C=C/C(=O)c3ccc(F)cc3)cc2)c1 | 14 | 0.0
COc1ccc(/C=N/N2CCOCC2)cc1COc1ccc(Cl)cc1 | 11 | 0.0
CCN(CC)CCCNC(=O)/C(=C\c1cccn1C)NC(=O)c1cccs1 | -11 | 0.0
CCNC(=O)CC1SC(=Nc2ccc(Cl)cc2)N(CC)C1=O (centres undefined) | 17 | 0.1
CC(=O)Nc1sc(C)c(C)c1C(=O)OCC(=O)N(C)C1CCS(=O)(=O)C1 (centres undefined) | 0 | 0.0
O=C(COC(=O)c1cccs1)Nc1ccc(S(=O)(=O)N2CCOCC2)cc1 | 23 | -0.1
C[N+]1(CCC(=O)c2ccccc2)CCCCC1 | -5 | 0.2
Cc1ccc(CSCC(=O)NN=C2CCN(C)CC2)cc1 | -1 | 0.0
CCCCOc1cccc(-c2nnc(NC(=O)CSc3ccc(C)cc3)s2)c1 | -10 | 0.0
CN(C(=O)c1c(Br)cnn1C)C12CC3CC(CC(C3)C1)C2 | -4 | 0.2
COc1ccc(C(C)(C)C)cc1NC(=O)CCCn1c(=O)oc2ccccc21 | 15 | 0.1
CCOc1cc(-c2c(C#N)c(N)nc3c2CCc2ccccc2-3)ccc1O | 12 | 0.0
Cc1cccc(OCC(=O)Nc2ccc(N3CCN(C(=O)c4ccccc4)CC3)cc2)c1 | -9 | 0.1
COc1ccccc1C1/C(=C(/O)c2ccc(C)cc2)C(=O)C(=O)N1CCN1CCOCC1 (centres undefined) | -21 | 0.0

Part of the list above, comma-delimited.
smiles,LGR2 antag,Xi reactivation
CCOC(=O)Nc1nnc(/C=C/c2ccc(OC)cc2)s1,-8,-0.1
CCC(C)C(NC(N)=O)C(=O)Nc1ccc(C)c(Cl)c1 (centres undefined),-1,0.0
COc1ccc(NS(=O)(=O)c2cc(N/C(=N\S(=O)(=O)c3ccccc3)c3ccc(F)cc3)ccc2Cl)cc1,-13,0.1
CSc1nnc(C)c(=O)n1COC(=O)c1ccc(S(=O)(=O)N2CCOCC2)cc1,-2,0.0
COc1ccc(/C=C/C(=O)Nc2ccccc2C(F)(F)F)cc1,-49,0.3
CC(NC(=O)COC(=O)CCc1ccc(S(=O)(=O)N2CCOCC2)cc1)C1CC2CCC1C2 (centres undefined),6,0.0
CC(=O)Nc1ccc(NC(=O)C2CCCCC2C(=O)O)cc1 (centres undefined),19,-0.1
CC(=O)c1cccc(NS(=O)(=O)c2ccc(N/C=C/C(=O)c3ccc(F)cc3)cc2)c1,14,0.0
COc1ccc(/C=N/N2CCOCC2)cc1COc1ccc(Cl)cc1,11,0.0
CCN(CC)CCCNC(=O)/C(=C\c1cccn1C)NC(=O)c1cccs1,-11,0.0
CCNC(=O)CC1SC(=Nc2ccc(Cl)cc2)N(CC)C1=O (centres undefined),17,0.1
CC(=O)Nc1sc(C)c(C)c1C(=O)OCC(=O)N(C)C1CCS(=O)(=O)C1 (centres undefined),0,0.0
O=C(COC(=O)c1cccs1)Nc1ccc(S(=O)(=O)N2CCOCC2)cc1,23,-0.1
C[N+]1(CCC(=O)c2ccccc2)CCCCC1,-5,0.2
Cc1ccc(CSCC(=O)NN=C2CCN(C)CC2)cc1,-1,0.0
CCCCOc1cccc(-c2nnc(NC(=O)CSc3ccc(C)cc3)s2)c1,-10,0.0
CN(C(=O)c1c(Br)cnn1C)C12CC3CC(CC(C3)C1)C2,-4,0.2
COc1ccc(C(C)(C)C)cc1NC(=O)CCCn1c(=O)oc2ccccc21,15,0.1

The listing continues.
SMILES | LGR2 antag | Xi reactivation
O=C(OCc1nnc(-c2ccccc2)o1)c1ccc(Cl)cc1 | 2 | -0.1
CCOC(=O)c1c(NC(=O)CSc2nc3ccccc3c(=O)n2-c2ccc(F)cc2)sc(C(C)=O)c1C | 20 | 0.0
CCCCN1C(=O)CCC(C(=O)O)C1c1ccc(OC)cc1 (centres undefined) | 3 | 0.0
CC(C)CNC(CC(=O)Nc1cccc([N+](=O)[O-])c1)C(=O)O (centres undefined) | -6 | 0.1
O=C(Nc1ccc(F)cc1F)c1ccccc1-c1ccccc1 | 3 | -0.1
CCC(=O)c1ccc(-c2ccccc2)cc1 | -52 | -0.2
C[C@@H]1CN([C@@H](C)CO)C(=O)c2cccc(NC(=O)CCCCCC(=O)Nc3ccccc3N)c2O[C@H]1CN(C)Cc1ccccc1 | 5 | -0.2
NNC(=O)/C(=C\c1cccs1)NC(=O)c1ccccc1 | 9 | 0.0
CCC1=Nc2cc(C(=O)NCc3ccco3)ccc2Sc2ccccc21 | 7 | 0.1
O=C(COc1ccc(Cl)cc1Cl)N(c1ccccn1)C1CCCCC1 | -3 | 0.1
O=C(Nc1ccc(S(=O)(=O)NCc2cccnc2)cc1)c1ccccc1Cl | 37 | 0.1
Cc1nn(C)cc1C(C)NC(=O)c1cc(COc2c(F)cccc2F)on1 (centres undefined) | 8 | 0.0
COc1ccc(N/C=C/C(=O)c2ccc3c(c2)OCO3)cc1OC | -78 | 0.0
CCN(CCC(=O)Nc1cc([N+](=O)[O-])ccc1OC)Cc1ccccc1 | -12 | 0.0
COc1ccc(C2C(C#N)=C(N)Nc3nc4ccccc4n32)cc1 (centres undefined) | -18 | 0.0
O=C(NCC1CCCO1)C(c1cccs1)N(C(=O)c1ccc(CN2CCOCC2)o1)c1ccc(Cl)cc1 (centres undefined) | -9 | -0.1
NCCNc1ccc([N+](=O)[O-])c(Sc2nc3ccccc3[nH]2)c1 | 10 | 0.2
COc1ccc(S(=O)(=O)N(C)C[C@@H]2Oc3c(NC(=O)Nc4cccc5ccccc45)cccc3C(=O)N([C@@H](C)CO)C[C@H]2C)cc1 | 1 | 0.0
CNC(=O)COc1cccc(C(=O)NCc2ccccc2)c1 | 8 | 0.0
CC(C)CCN1CCN(Cc2ccc3nsnc3c2)CC1CCO (centres undefined) | -7 | 0.0
O=S(Cc1ccc(Br)cc1)Cc1nnc(SCc2c(F)cccc2Cl)n1-c1ccccc1 (centres undefined) | -5 | -0.1
COc1ccc2c3c(n(C)c2c1)[C@H](CO)N(CC1CC1)CC31CN(C(=O)Nc2ccccc2)C1 | -16 | 0.2

These rows are one share of the data, so the mix of outcomes need not match the whole.
